Cneo AK release: Cryptococcus neoformans lysis via adenylate kinase release | C. neoformans lysis, adenylate kinase release luminescence, 4 h; normalised: neutral wells 0, clomiphene wells 100 | lysis activity, % at 15 µM | actives 0.2% (n = 360,000);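 active = mean lysis activity across replicates of at least 80%, whatever share of replicates individually reach that level; inactive = mean lysis activity below 80%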
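Assay system: Cryptococcus neoformans yeast cells / Dosing: single-point compound dose / Timing: 4 h at 37 °C static, read 1 h later / Measured by: luminescence of released adenylate kinase using an AK detection reagent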
ARNT TACC3 PPI: disrupts binding between human ARNT and TACC3; Q9Y6A5; AlphaScreen His-ARNT PAS-B/GST-TACC3 binding, luminescence; TACC3 fragment carries E629A point mutation; inhibition, % at 9.99 µM; actives 0.66% (n = 390,000); AID 623870;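 active = mean inhibition of replicates at least 50% and at least half of replicates each reaching 50%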;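 also: 0% = complete ARNT plus TACC3 wells and 100% = ARNT alone without TACC3; many hits fall short of the cut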
GSIS activator: GLuc luminescence reporter in INS-1E cells, primary screen for activators of glucose-dependent secretion of insulin | INS-1E GLuc reporter insulin secretion, 2-3 h | activation, % at 16.6 µM | actives 0.61% (n = 370,000) | AID 743287;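 active = lowest replicate activation of at least 40%, so every replicate reaches that level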;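 also: 0% = median of neutral control wells and 100% = median of IBMX positive control wells; some compounds called inactive have numbers as strong as hits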
Statin myotox sup: suppression of simvastatin myotoxicity; C2C12 myotubes + simvastatin, ATP luminescence, 48 h; scaled: DMSO 0, geranylgeraniol control 100; rescue of ATP level, % at 7.49 µM; actives 0.78% (n = 330,000); AID 602340;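 active = mean ATP rescue above about 67%, or every replicate alone reaching that limit, limit read from the data, passing the limit was not always enough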;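 also: myotubes were challenged with 10 µM simvastatin during compound exposure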
PAX8 reporter: inhibitors of PAX8 transcriptional activity in RMG-I cells | AID 652154 | actives 1.2% (n = 360,000) | inhibition, % at 12.6 µM | RMG-I TPO-luciferase reporter, SteadyGlo, 24 h;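 active = mean replicate inhibition at least 60% with every replicate also reaching 60%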;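 also: luciferase light reporting Pax8 driven TPO promoter activity; plate controls were median of neutral control wells for no effect and mitoxantrone controls for full effect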
LGR2 inh: Drosophila LGR2 receptor signaling inhibition | actives 0.35% (n = 380,000) | inhibition, % at 9.99 µM | HEK293 LGR2, CRE-luciferase, bursicon-stimulated, 4 h;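 active = drop in luminescence signal, shown as inhibition above about 50% in the replicate tests, limit read from the data, passing the limit was not always enough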;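 also: agonist challenge used bursicon conditioned medium at about half maximal strength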
PglD DTNB: inhibitors of Campylobacter jejuni PglD acetyltransferase; actives 0.098% (n = 360,000); inhibition, % at 12.5 µM; purified PglD enzyme, DTNB colorimetric CoA detection; in the data active = inhibition above about 16%, passing the limit was not always enough; also: strong numbers were not always called active
PGC1a acetyl inh: modulators of PGC1a acetylation | actives 0.17% (n = 350,000) | U2OS PGC1a acetylation, AlphaScreen anti-acetyl-lysine; with virally co-expressed GCN5 acetyltransferase | AID 651687 | inhibition, % at 15.6 µM;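 active = every replicate shows inhibition of at least 40%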;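 also: 0% = neutral control wells and 100% = positive control wells; some results beyond the cut were filed as inactive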
Numbers without * were called inactive; . = no result given.

SMILES | Cneo AK release | ARNT TACC3 PPI | GSIS activator | Statin myotox sup | PAX8 reporter | LGR2 inh | PglD DTNB | PGC1a acetyl inh
O=C(COc1ccc([N+](=O)[O-])cc1Cl)Nn1cnnc1 | -1.5 | -5.1 | 6.9 | -0.9 | -14.7 | 5.7 | 0.3 | -2.3
C[C@@H]1CN([C@H](C)CO)S(=O)(=O)c2ccc(-c3cccc(F)c3)cc2O[C@H]1CN(C)S(C)(=O)=O | -5.8 | 13.5 | -25.0 | -51.1 | -6.8 | 10.0 | -1.5 | -6.9
COc1ccccc1/C=N/NC(=O)CO | . | -6.2 | -0.4 | . | -24.0 | 2.1 | . | -2.5
Cn1nnnc1SCCNCc1ccccc1OCc1ccc(F)cc1 | 0.9 | -9.5 | 10.2 | . | -25.6 | -0.3 | 0.3 | 6.6
Brc1ccc2c(c1)OCCOCCOc1cc(Br)ccc1OCCOCCOCCO2 | 3.2 | -1.6 | . | -32.4 | . | . | -2.9 | -13.7
CCC(=O)Nc1ccc2c(c1)OC[C@H](C)N(C(=O)Cc1cccnc1)C[C@@H](C)[C@@H](OC)CN(C)C2=O | 0.3 | 0.6 | 9.1 | 6.7 | 19.9 | -1.8 | 2.6 | 5.0
CCOc1ccc(-n2cnnn2)cc1S(=O)(=O)NCCc1ccc(OC)c(OC)c1 | -2.0 | -5.8 | . | 6.7 | . | . | 7.5 | -5.1
COc1cc(-n2nnnc2SC)c(OC)cc1Cl | . | -0.6 | -8.2 | . | -24.8 | 7.1 | . | -0.5
COc1ccc(CCNC(=O)c2cc3sc(Cl)cc3n2C)cc1OC | 15.0 | 1.6 | . | 19.1 | -9.6 | -14.0 | -4.2 | -7.1
O=C(N1CCN(c2ccccn2)CC1)C(Cl)(Cl)Cl | . | -30.6 | -1.3 | . | -17.7 | -16.4 | . | .

Some of these compounds in order of SMILES length, low to high:
SMILES | Cneo AK release | ARNT TACC3 PPI | GSIS activator | Statin myotox sup | PAX8 reporter | LGR2 inh | PglD DTNB | PGC1a acetyl inh
COc1ccccc1/C=N/NC(=O)CO | . | -6.2 | -0.4 | . | -24.0 | 2.1 | . | -2.5
Brc1ccc2c(c1)OCCOCCOc1cc(Br)ccc1OCCOCCOCCO2 | 3.2 | -1.6 | . | -32.4 | . | . | -2.9 | -13.7
CCOc1ccc(-n2cnnn2)cc1S(=O)(=O)NCCc1ccc(OC)c(OC)c1 | -2.0 | -5.8 | . | 6.7 | . | . | 7.5 | -5.1

Next compounds follow:
SMILES | Cneo AK release | ARNT TACC3 PPI | GSIS activator | Statin myotox sup | PAX8 reporter | LGR2 inh | PglD DTNB | PGC1a acetyl inh
Cc1cc([N+](=O)[O-])ccc1N1C(=O)c2ccc(C(=O)Nc3ccccc3C(=O)O)cc2C1=O | -1.6 | -5.7 | 1.1 | 7.3 | -1.3 | -5.8 | -1.4 | .
O=C1C2ON(c3ccccc3)C(c3ccncc3)C2C(=O)N1c1ccc(Br)cc1 (stereo not drawn) | 0.2 | 0.1 | . | -14.7 | . | . | -1.5 | -5.0
CCOC(=O)C(C)N1C(=O)S/C(=C/c2cc(C)n(-c3ccccn3)c2C)C1=O (stereo not drawn) | -1.9 | 15.5 | . | 6.9 | -140.1 | . | 2.9 | -20.5
CCOC(=O)c1sc(=NC(=O)c2ccc(OC)c(OC)c2)n(C)c1C | -0.7 | -0.9 | 5.8 | 2.2 | . | -27.0 | -1.9 | -4.4
COCCCNc1ccn2nc(-c3ccc(Cl)cc3)cc2n1 | -1.4 | . | -4.3 | 2.2 | -155.7 | -54.9 | 0.6 | .
Cn1c(NC(=O)c2cc(Cl)ccc2Cl)cc(=O)n(C)c1=O | -2.6 | -4.0 | . | 11.1 | 2.6 | -0.8 | -3.4 | 1.4
COCCn1c(=O)[nH]c2cc(C(=O)NCc3ccccc3)ccc2c1=O | 0.8 | -0.4 | . | . | -13.5 | . | -1.1 | .
COc1cc(C2C(C(=O)c3ccc(C)o3)=C(O)C(=O)N2CCN2CCOCC2)ccc1OCCC(C)C (stereo not drawn) | 0.8 | -0.1 | -9.2 | -3.4 | 12.8 | -13.0 | -3.9 | .
c1ccc(COc2ncnc3c2ncn3CCCNCc2ccc3c(c2)OCO3)cc1 | 10.1 | 2.2 | . | -4.0 | -7.5 | -6.0 | 0.9 | 15.8
Cc1cc(OCC(=O)c2cccc(C(F)(F)F)c2)n2cnnc2n1 | 2.7 | -3.7 | . | 11.1 | -0.1 | . | 3.9 | -8.7
Cc1nc2sccn2c1-c1csc(NCc2ccccc2)n1 | -8.2 | . | . | -37.0 | . | . | 6.4 | -21.9
Cc1noc(C)c1NC(=O)Nc1ccc2c(c1)CC(=O)N([C@@H](C)CO)C[C@H](C)[C@H](CN(C)Cc1ccc(Oc3ccccc3)cc1)O2 | -3.7 | -27.1 | -33.3 | 30.6 | 11.7 | 8.8 | -2.9 | -1.0
C[C@@H]1CN(S(=O)(=O)C(C)(C)C)[C@@H](CCO)/C1=C\c1ccccc1 | -2.0 | -3.5 | 13.1 | 10.7 | -7.6 | 2.1 | 2.5 | -15.4
C[C@@H]1CN([C@H](C)CO)C(=O)c2cccc(NC(=O)Nc3ccccc3)c2O[C@H]1CN(C)Cc1ccc2c(c1)OCO2 | 1.4 | -3.0 | -6.0 | 6.4 | 5.6 | 12.4 | 2.8 | -10.7
COc1ccc(COCC(O)CN2CCN(S(=O)(=O)c3ccc(C(C)C)cc3)CC2)cc1 (stereo not drawn) | . | . | -43.4 | 0.3 | 21.5 | -15.9 | . | 1.9
COc1ccc(S(=O)(=O)NC(C)C(=O)Nc2ccccc2F)cc1 (stereo not drawn) | -1.4 | -3.4 | . | -4.5 | . | . | -0.4 | 0.6
C[C@H]1CCCCO[C@H](CN(C)S(=O)(=O)c2ccccc2)[C@@H](C)CN([C@@H](C)CO)C(=O)c2cc(NC(=O)Cc3ccccc3)ccc2O1 | 1.6 | 1.3 | -20.2 | . | -8.9 | -5.6 | 0.0 | -13.8
O=C(c1cc2ccccc2o1)N1CCN(c2cccc(Cl)c2)CC1 | -1.2 | 6.0 | 16.3 | 3.3 | -2.0 | 7.1 | 1.0 | .
COc1ccc(CCNC(=O)c2cc(S(=O)(=O)N3CCCCC3)c[nH]2)cc1OC | -2.4 | -6.9 | 3.7 | -2.4 | . | 13.7 | 6.9 | .
O=C(O)CCCCCNC(=O)c1ccccc1Br | -2.0 | -2.4 | . | 7.1 | . | . | 0.4 | 6.0
O=C(c1ccncc1)N1C[C@H]2[C@@H](c3ccccc31)[C@H](CO)N2C(=O)c1ccccn1 | 15.2 | 3.0 | 5.8 | -8.8 | -5.9 | 4.7 | -0.3 | 1.8
CCCCNC(=S)NCCN1CCCCC1 | 0.8 | -14.3 | 30.2 | . | -12.6 | . | -3.4 | .
CCC(C)NC(=O)CNC(=O)c1nn(-c2ccc(OC)c(Cl)c2)c(=O)c2ccccc12 (stereo not drawn) | -7.7 | -23.9 | -1.6 | -10.9 | 38.8 | -13.3 | -2.9 | .
COC(=O)c1cc(C(=O)c2cc(Br)ccc2O)coc1=N | . | -2.8 | -7.1 | . | -2.8 | 14.5 | . | -6.2
COCc1cccc(NC(=O)Cc2cccc3ccccc23)c1 | -2.0 | 3.6 | -2.4 | 3.2 | 7.9 | 2.2 | 3.5 | 0.0
O=C(NCC[C@@H]1CC[C@H](NS(=O)(=O)c2ccccc2)[C@@H](CO)O1)c1cc(Cl)cc(Cl)c1 | 8.9 | 19.2 | 4.8 | 1.6 | 19.9 | 1.4 | -4.0 | -10.8
Cc1cc(N2CCN(C)CC2)nc2ccc(NC(=O)CCC(=O)NCCC3=CCCCC3)cc12 | -1.7 | 1.9 | . | 38.7 | -27.1 | . | 3.3 | -18.4
COc1ccc(CN(C(=O)Cn2nnc3ccccc32)C(C(=O)NC(C)(C)C)c2ccco2)cc1 (stereo not drawn) | 5.1 | -13.5 | . | 9.4 | . | . | 0.2 | -9.5
CCCCNC(=S)N(Cc1ccco1)Cc1cc2cc3c(cc2[nH]c1=O)OCCO3 | . | -5.7 | 8.3 | 0.1 | 10.5 | 0.8 | . | .
C=CCn1c(Cc2ccc(OC)cc2)nnc1SCC(=O)NCCc1ccccc1 | -1.0 | 1.3 | -3.3 | 6.5 | . | 20.4 | -4.1 | 0.3
CCN(CC)C(=O)CSc1nc(O)cc(=O)n1-c1ccccc1OC | 0.4 | 8.5 | . | -4.4 | . | . | 3.8 | -1.6
CCc1c(O)nc(SCC(=O)Nc2ccccc2C)n(-c2ccc(C)cc2)c1=O | -1.3 | -2.0 | -1.5 | 3.9 | 7.4 | 0.8 | -1.7 | 10.0
CC=Cc1ccc2n(c1=O)C[C@@H]1[C@@H](CO)[C@H](C(=O)NCCC)[C@H]2N1CCC(F)(F)F (mixture of isomers) | 3.3 | -2.5 | 2.1 | 21.5 | -7.7 | 2.7 | 0.1 | .
Cc1ccccc1-c1ccc([C@H]2[C@H]3CN(C(=O)CN4CCOCC4)CCCCN3[C@H]2CO)cc1 | -0.4 | -2.1 | 23.2 | . | 7.9 | 5.2 | -3.5 | 5.0
CCCNc1ncnc2c1cnn2C1CCCCO1 (stereo not drawn) | 0.6 | -3.0 | . | 5.9 | -31.4 | -21.7 | -0.5 | .
O=C(c1cccc(S(=O)(=O)N2CCN(c3ccccc3)CC2)c1)N1CC=C(c2ccccc2)CC1 | -0.3 | 1.1 | -10.2 | 3.5 | 0.5 | 11.6 | -1.9 | .
Cc1ccc(CC(NC(=O)c2ccccc2)C(=O)NC(Cc2ccccc2)C(=O)O)cc1 (stereo not drawn) | -1.1 | . | -7.0 | -2.9 | 15.6 | 5.9 | 4.6 | 6.0
O=C(NCc1ccccc1)c1cc(S(=O)(=O)N2CCOCC2)ccc1F | 8.4 | 7.0 | . | . | . | . | 7.8 | 18.3
O=C(N/C(=C\c1cccc(Br)c1)C(=O)N1CCOCC1)c1ccco1 | -8.5 | 0.1 | 12.0 | -17.9 | 6.7 | 9.1 | 0.5 | .
NC1=NC(=O)S/C1=C\c1ccc(F)cc1 | . | -6.8 | 3.9 | . | -0.5 | 15.3 | . | 8.0
CC1Cc2ccccc2N1C(=O)CSc1nnnn1Cc1ccccc1 (stereo not drawn) | 0.3 | -5.8 | . | . | . | . | -1.2 | -2.2
CCCNc1cc(=S)nc(N)[nH]1 | 13.4 | 12.3 | 29.4 | -59.1 | 22.3 | -14.7 | 1.4 | 11.4
O=C(Nc1nc2ccc(F)cc2s1)c1cccs1 | . | -8.1 | 1.3 | . | -118.2 | 3.4 | . | 0.3
O=C(CSC1=NC(=O)C(c2ccccc2)C(=O)N1)Nc1ccccc1[N+](=O)[O-] (stereo not drawn) | 0.9 | -2.7 | -10.4 | -2.7 | 5.1 | . | 2.2 | -1.4
O=C(NCc1cccnc1)c1ccccc1Br | -2.0 | -7.3 | 3.0 | -7.5 | . | 11.5 | -2.0 | 6.4
O=[N+]([O-])c1cc(Cl)cc(C2=NCCN2)c1 | . | -1.7 | -1.5 | 13.6 | 14.3 | -2.3 | -3.3 | 8.0
COc1ccc(NS(=O)(=O)c2ccc3c(c2)NC(=O)C(C)S3)cc1 (stereo not drawn) | -1.7 | 3.6 | -23.9 | 18.0 | 2.6 | 7.2 | 0.6 | -17.2
O=C(NCc1nnc(SCC(=O)N2CCC(Cc3ccccc3)CC2)o1)c1ccccc1F | 4.0 | 1.6 | -38.7 | 1.0 | 11.4 | -3.0 | -0.3 | .
Cc1ccc(OCC(=O)NCc2cccs2)c([N+](=O)[O-])n1 | . | 2.2 | 1.1 | . | -34.4 | 2.3 | . | .
CCOc1cc(C(=O)Nc2cc3c(cc2N2CCCC2)n(C)c(=O)n3C)cc(OCC)c1OCC | -0.1 | 3.3 | 6.2 | -9.8 | -5.7 | 7.5 | -2.8 | -20.3

Assay outcomes from PubChem BioAssay.
